From PubChem BioAssay
HEK293 NOD2/NF-kB = NOD2 signaling inhibitors, cell-based, luminescence, uHTS, HEK293 (AID 1566) | HEK293 NOD2/NF-kB luciferase reporter, luminescence; higher % means a stronger effect | inhibition, % at 4 µM, or EC50 in µM where a hit was titrated | actives 0.63% (n = 290,000); further: many of its hits are not listed in these tables
KOR beta-arrestin-1 = KOR agonists, beta-arrestin recruitment, primary screen, cell-based, luminescence, uHTS (AID 1777); one-dose activation, % at 10 µM; EC50 in µM for titrated hits; actives 0.02% (n = 280,000); Kappa-type opioid receptor (Homo sapiens); KOR beta-arrestin recruitment, luminescence; higher % means a stronger effect; in the data active means activation above about 50%, passing the limit was not always enough; further: a part of the inactive calls stands beside numbers as strong as those of hits
NOD1 inhibition = NOD1 signaling inhibitors, primary screen, cell-based, luminescence, uHTS (AID 1578); NOD1-driven NF-kB luciferase reporter cells, luminescence; higher % means a stronger effect; inhibition, % at 4 µM, or EC50 in µM where a hit was titrated; actives 1% (n = 290,000); in the data active means inhibition mostly above about 36%, no sharp cut-off; inactive means mostly below about 34%;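 further: HEK-293T reporter cells stimulated with the NOD1 agonist gamma-tri-DAP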
GPR55 beta-arrestin = GPR55 agonists via beta-arrestin recruitment, primary screen, imaging, U2OS cells, beta-arrestin-GFP redistribution (AID 1961) | G-protein coupled receptor 55 (Homo sapiens) | U2OS GPR55 beta-arrestin-GFP redistribution imaging; higher % means a stronger effect | activation, % at 10 µM; hits with a dose series show EC50 in µM | actives 0.048% (n = 290,000);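 active means activation above 40% with more than 50 cells counted in the well; inconclusive means wells holding fewer than 50 cells, flagged as toxic or sparse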;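 further: U2OS osteosarcoma cells stably expressing GPR55 and beta-arrestin-GFP; plate controls were DMSO negative control for no effect and LPI positive control for full effect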
Myeloid diff 2 = induction of myeloid progenitor differentiation, primary screen, cell-based, flow cytometry, MLPCN library | ER-HoxA9 myeloid progenitors, lysozyme-GFP differentiation | calls only at 10 µM | actives 1% (n = 360,000) | AID 624256, 2012;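 active means normalized GFP-positive differentiation at or above the plate's own cutoff, the solvent-only control mean plus 3 SD; inconclusive means no clear call, values can overlap the other calls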;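 further: cells exposed to compound for four days before flow analysis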
HIV fusion peptide = inhibitors of HIV fusion peptide binding, primary screen, biochemical, uHTS, fluorescence dequenching (AID 1986) | one-dose inhibition, % at 20 µM; IC50 in µM for titrated hits | cell-free peptide binding, fluorescence dequenching, 30 min; higher % means a stronger effect | actives 0.3% (n = 290,000); in the data active means inhibition mostly above about 52%, no sharp cut-off; inactive means mostly below about 76%; further: some results filed as inactive read as strong as hits
KOR beta-arrestin-2 = KOR antagonists, beta-arrestin recruitment, cell-based, luminescence, uHTS (AID 1778); Kappa-type opioid receptor (Homo sapiens); KOR beta-arrestin recruitment, luminescence, antagonist mode; higher % means a stronger effect; inhibition, % at 10 µM; hits with a dose series show IC50 in µM; actives 0.091% (n = 290,000); further: strong numbers were not always called active
GPR35 arrestin U2OS = GPR35 antagonists blocking zaprinast-driven arrestin recruitment, primary screen, imaging, U2OS, beta-arrestin-GFP, zaprinast agonist (AID 2058); U2OS GPR35 beta-arrestin-GFP translocation imaging, zaprinast antagonism; higher % means a stronger effect; G-protein coupled receptor 35 (Homo sapiens); actives 0.052% (n = 290,000); inhibition, % at 10 µM; hits with a dose series show IC50 in µM;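 active means inhibition of at least 50% with at least 30 cells and total cytoplasm GFP at most 10,000,000; inconclusive means under 30 cells or total GFP of 10,000,000 plus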
GPR55 LPI antagonism = GPR55 antagonists blocking LPI-driven arrestin recruitment, primary screen, imaging, U2OS, beta-arrestin-GFP, LPI agonist (AID 2013) | G-protein coupled receptor 55 (Homo sapiens) | U2OS GPR55 beta-arrestin-GFP translocation imaging, LPI antagonism; higher % means a stronger effect | inhibition, % at 10 µM; hits with a dose series show IC50 in µM | actives 0.13% (n = 290,000);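 active means spots per cell inhibited over 60%, with over 100 cells counted and total cytoplasm intensity under 500,000; inconclusive means wells with under 100 cells, flagged as likely toxic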;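 further: U2OS cells stably carrying GPR55 and arrestin-GFP stimulated by 5 µM LPI near EC80; imaged beta-arrestin-GFP aggregate spots per cell after agonist stimulation; plate controls were LPI-stimulated DMSO wells for no effect and DMSO wells without LPI for full effect; some results filed as inactive read as strong as hits; confirmed hits need IC50 under 10 µM and bright autofluorescent wells are also inconclusive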
Myeloid diff 2 GFP+ MAC1+ % = further read-out of Myeloid diff 2, marked with its call; GFP+ MAC1+ double positive, %; measured here: differentiation confirmed by MAC1 staining
* marks the source's active call; other numbers are inactive results; i = inactive; ? = inconclusive; · = no result given; [ ] = remark or other dose. Unless noted, no stated cut-off is given here; in the data, active means inhibition above about 50%; inactive means the rest. The list is partial (hit frequency here may not be typical).

item | canonical_smiles | HEK293 NOD2/NF-kB | KOR beta-arrestin-1 | NOD1 inhibition | GPR55 beta-arrestin | Myeloid diff 2 | Myeloid diff 2 GFP+ MAC1+ % | HIV fusion peptide | KOR beta-arrestin-2 | GPR35 arrestin U2OS | GPR55 LPI antagonism
1 | O=C(Nc1nc(-c2ccccc2)cs1)c1cccc([N+](=O)[O-])c1 | -9% | -1.5% | 8% | 0.0% | i | 0.3 | -1.9% | 9% | -10% | 22%
2 | Cc1ccc2c(CC(=O)NCCc3ccc(S(N)(=O)=O)cc3)coc2c1 | 8% | 0.3% | -3% | 0.0% | i | 0.6 | 1.4% | 27% | -10% | 4%
3 | COc1ccccc1-c1c(C)nn2c(N3CCN(Cc4ccccc4)CC3)cc(C)nc12 | -56% | 1.6% | 6% | -0.1% | ? | · | -4.4% | 1% | -16% | -7%
4 | Cc1ccccc1Cn1c([N+](=O)[O-])cnc1C | 14% | -2.5% | -2% | 0.7% | i | 8.5 | -0.7% | 6% | -7% | 1%
5 | CCC(CC)C(=O)Nc1ccncc1 | 12% | 1.5% | -19% | 0.2% | · | · | -2.7% | -1%[20 µM] | -15% | -6%
6 | COc1cc([N+](=O)[O-])ccc1NC(=O)CN1CCOCC1 | 17% | -5.9% | -7% | 0.2% | i | 0.3 | -0.7% | -16% | -7% | 5%
7 | CC1(C)CC(=O)C=C(Nc2ccccc2F)C1 | 2% | -2.1% | 16% | 0.8% | i | 0.8 | -0.8% | -12% | -1% | 8%
8 | CCOc1ccc2c(c1)c(N=Nc1cccc(C(=O)O)c1)c(O)n2C | -48% | 4.8% | -32% | -0.2% | i | 0.4 | 8.9% | 28% | -14% | 11%
9 | O=C(N/N=C/c1c[nH]c2ccccc12)c1cccc(O)c1 | -24% | -0.3% | -9% | 0.0% | i | 1.0 | 1.0% | 14% | 6% | -6%
10 | O=C(NC(=O)c1ccccc1)Nc1cccc(S(=O)(=O)N2CCCCC2)c1 | 15% | -2.0% | -8% | -0.2% | i | 0.7 | 3.2% | -45%[20 µM] | 4% | -17%
11 | CN(C)C=NC(=O)c1cc(C(=O)c2ccc(Cl)cc2Cl)c[nH]1 | 38% | 2.0% | 60%* | -0.1% | i | 0.1 | -0.9% | -53%[20 µM] | 2% | 1%
12 | CCCNC(=O)c1csc2c1CCCCC2 | 0% | 2.3% | 20% | 0.3% | i | 0.7 | 2.3% | -13% | 13% | -4%
13 | O=C(O)CC1C(=O)NCCN1C/C=C/c1ccccc1 (centres undefined) | 4% | -1.7% | -24% | -0.3% | i | 2.2 | 2.8% | 10% | 9% | 9%
14 | COc1cc(Cl)c(S(=O)(=O)N2CCCC2)cc1Cl | 7% | · | -37% | 0.2% | i | 0.8 | 1.6% | -21%[20 µM] | -7% | -2%
15 | CCc1ccccc1OCC(=O)Nc1nc(-c2cccnc2)cs1 | · | -2.3% | · | -0.3% | i | 0.3 | 2.7% | -8% | -1% | 8%
16 | Cc1ccc(/C=C2/C(=O)ON=C2c2ccccc2)o1 | 0% | -3.9% | -7% | 5.5% | i | 0.7 | 17% | -6% | -15% | 39%
17 | COC(=O)c1ccc(N2C(=O)CC(N3CCN(C(=O)c4ccco4)CC3)C2=O)cc1 (centres undefined) | -6% | -0.8% | 3% | 0.2% | i | 0.4 | -0.7% | -22% | 16% | 2%
18 | CC(c1ccon1)N(C)Cc1c(C(=O)N(C)Cc2ccccc2)nc2ccccn12 (centres undefined) | 3% | · | -39% | 0.2% | i | 0.0 | -1.0% | 14%[20 µM] | 0% | 11%
19 | Cc1ccc(NC(=O)NCc2ccccn2)c(C)c1 | 12% | 0.7% | -16% | 0.6% | · | · | -1.3% | -3% | 4% | 11%
20 | CCOc1ccccc1C(=O)N[C@H](C(=O)NCc1ccccc1)C(C)C | 19% | -2.3% | -27% | -0.2% | i | 0.6 | -0.1% | -2% | 12% | -3%
21 | CN(CC(=O)Nc1ccccc1Br)C(=O)CCc1ccccc1 | -2% | -3.0% | -22% | -0.1% | i | 0.4 | -1.2% | 1% | 5% | -2%
22 | O=C(O)c1ccc(S(=O)(=O)NC2CCCCCC2)cc1 | -11% | -5.7% | -28% | -0.2% | i | 1.8 | 1.1% | 0% | 18% | 1%
23 | Clc1ccc(-c2nc3cnccn3c2NC2CCCC2)cc1 | 16% | 0.8% | 11% | 0.0% | i | 0.9 | 3.0% | -28% | -7% | 1%
24 | Cc1cc(C)cc(NC(=S)NCc2ccc(S(N)(=O)=O)cc2)c1 | 11% | 0.9% | -19% | 0.0% | i | 0.0 | 1.7% | 2% | -18% | 16%
25 | Cc1ccc(S(=O)(=O)N2CCCCC2)cc1NC(=O)COC(=O)C1CC2C=CC1C2 (centres undefined) | 16% | -4.1% | -17% | 0.4% | i | 0.5 | -0.9% | -23% | -10% | -3%
26 | CCn1cc(CN2CCC(n3nccc3NC(=O)C3CCCC3)CC2)cn1 | -1% | -1.1% | -18% | 0.0% | i | 0.0 | -1.3% | 0% | -5% | 13%
27 | COc1cccc(C(=O)NC2CCCc3c2cnn3-c2cc(C)cc(C)c2)c1 (centres undefined) | 16% | -3.3% | 22% | 0.3% | i | 0.5 | -0.3% | -9% | -7% | -4%
28 | COc1ccc2[nH]c(C(=O)Nc3ncc(C)cc3Br)cc2c1 | 28% | 3.1% | 2% | 0.1% | i | 0.3 | 1.0% | -14% | 2% | 4%
29 | CC1(C)CC(NC(=O)C(=O)NCCc2ccccc2)CC(C)(C)N1 | -5% | 4.1% | 9% | -0.1% | i | 0.2 | -1.3% | -22% | -10% | 3%
30 | COc1cnc(-c2ccccn2)nc1Oc1ccc(Cl)cc1 | 22% | 1.9% | 21% | 0.3% | i | 1.4 | -2.1% | -30% | -7% | -8%
31 | CCC1CCCCN1C(=O)CSc1nc2c(cnn2-c2ccc(C)cc2)c(=O)[nH]1 (centres undefined) | 2% | -0.4% | · | -0.1% | i | 4.8 | -2.7% | -12% | 4% | 2%
32 | COc1cc(-c2nnc(CSc3nnc(Nc4ccc(Oc5ccccc5)cc4)s3)o2)cc(OC)c1OC | -19% | 5.4% | -22% | -0.1% | i | 0.8 | 1.2% | -8% | -19% | 8%
33 | CCc1ccccc1NC(=O)C1c2ccccc2Oc2ccccc21 | -18% | 3.1% | -56% | -0.2% | i | 0.4 | 1.4% | 6% | -13% | 5%
34 | O=C(COCc1cc(-c2ccco2)on1)NC1CCCCC1 | -9% | -8.9% | 23% | -0.1% | i | 2.4 | -2.3% | -7% | 18% | 7%
35 | O=C(CNC(=O)c1ccc(Br)o1)NNC(=O)c1ccccc1F | -15% | 1.9% | -15% | 0.2% | i | 4.7 | 0.1% | -38% | -5% | -7%
36 | Oc1ccccc1-c1nc(NCCN2CCOCC2)c2ccccc2n1 | 10% | -3.3% | 20% | 0.2% | i | 0.3 | 4.9% | -35% | 7% | 25%
37 | CCOC(=O)CC1=NC(=O)CS1 | 11% | -4.4% | -7% | -0.2% | i | 0.6 | 4.3% | -14% | -5% | -2%
38 | Cn1c(=O)c2c(nc(SCC(=O)NCc3ccco3)n2C)n(C)c1=O | 13% | -6.4% | 7% | 0.2% | i | 13 | -2.3% | 32% | -10% | 9%
39 | COc1ccc(OC)c(NC(=O)c2sc3nc(C)cc(C)c3c2N)c1 | -13% | -5.8% | -66% | 0.4% | i | 0.8 | -1.3% | 18%[20 µM] | -5% | 7%
40 | COC(=O)Cn1c(=NC(=O)C2COc3ccccc3O2)sc2cc(S(N)(=O)=O)ccc21 (centres undefined) | 4% | -0.3% | -22% | -0.2% | i | 1.8 | -0.1% | -12% | -17% | 13%
41 | CCCNC(=O)CCn1nc(-c2ccc(C)cc2)c2ccccc2c1=O | 28% | -5.1% | 8% | 0.0% | i | 0.2 | -1.0% | 38% | 4% | 5%
42 | NC(=O)c1nn(Cc2ccccc2)c(=O)c2ccccc12 | 10% | -4.3% | -5% | -0.3% | i | 1.5 | 0.6% | -7% | 9% | 1%
43 | Cc1nnc(SCC(=O)Nc2ccc(Cl)cn2)n1Cc1ccccc1 | 13% | -7.2% | -15% | -1.0% | i | 1.9 | -3.7% | -10% | 9% | -17%
44 | CC(OC(=O)C1=Cc2ccccc2OC1)C(=O)NC1CCCC1 (centres undefined) | 7% | -6.4% | 4% | -0.4% | i | 6.0 | -0.6% | 32% | 2% | 3%
45 | COc1ccc(C2=NOC(C(=O)Nc3cccnc3)C2)cc1 (centres undefined) | 21% | -1.3% | 10% | -0.1% | i | 2.0 | -1.0% | 12% | 2% | -13%
46 | Cc1ccc([N+](=O)[O-])c(-c2n[nH]c(=S)n2-c2cccc(Cl)c2)c1 | 17% | 0.6% | 2% | -0.2% | i | 0.5 | -2.1% | 36% | 13% | 4%
47 | CC(Sc1nnc(-c2ccco2)n1C)C(=O)N1C(C)CCCC1C (centres undefined) | 5% | 0.1% | -20% | -0.1% | i | 1.0 | -1.4% | 6% | -2% | 6%
48 | O=C(Nc1ccc(N2CCN(C(=O)c3ccco3)CC2)cc1)c1cccnc1Cl | 8% | · | -33% | 0.3% | i | 0.4 | -0.3% | -17%[20 µM] | 3% | 16%
49 | Cc1cc(=O)[nH]c(SCC(=O)NCCc2ccccc2)n1 | 0% | 7.2% | -16% | -0.1% | i | 7.3 | 2.7% | 16% | -2% | 9%
50 | CC/C(C)=N/Oc1nc(C)cc(C)n1 | 14% | 2.9% | 3% | -0.1% | i | 0.7 | 0.8% | -36% | 0% | -6%
51 | COC(=O)c1ccc(CN(C(C)=O)c2ccccc2)o1 | 3% | -0.6% | 10% | 0.3% | i | 0.3 | 12% | -40% | 8% | -2%
52 | Cc1cc(C)n2nc(C(=O)N3CCCC(Nc4ccc(C(C)C)cc4)C3)cc2n1 (centres undefined) | 17% | 4.4% | -7% | -0.2% | i | 0.8 | 0.9% | -34% | 4% | 2%
53 | Cc1cc(C(=O)COC(=O)c2n[nH]c3ccccc23)c(C)n1CC1CCCO1 (centres undefined) | 28% | -1.6% | 18% | 0.6% | i | 1.0 | -2.7% | -6% | 13% | 0%
